Rev-erbA mod: modulators of Rev-erb alpha DNA binding, primary screen, biochemical, FITC-DNA, fluorescence polarization, uHTS; Nuclear receptor subfamily 1 group D member 1 (Homo sapiens), P20393; Rev-erbα–FITC-DNA binding, 90 min; activity, % at 10 µM; 0.79% of 370,000 active;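 active = activity above about 14%, limit read from the data; passing the limit was not always enough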;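 note: 0% = DMSO wells with 35 nM protein and 100% = DMSO wells with 750 nM protein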
PRMT1 FP inh: PRMT1 methyltransferase inhibitors, primary screen, biochemical, fluorescence polarization; inhibition, % at 2.79 µM; Protein arginine N-methyltransferase 1 (Homo sapiens), Q99873; recombinant PRMT1, activity-based probe fluorescence polarization; AID 652257, 2013; 1.3% of 370,000 active;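 active = inhibition above about 21% made by adding two undisclosed values, limit read from the data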
rCAG RNA binder: binders of r(CAG) RNA repeats, primary screen, biochemical, fluorescence. r(CAG) RNA repeat, TO-PRO-1 dye displacement fluorescence. inhibition, % at 3 µM. 1.3% of 370,000 active;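 active = inhibition above the plate cutoff, the mean of all test compounds on that plate plus 3 SD, cut at about 35% in these data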;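 note: 0% = DMSO alone and 100% = 100 µM mitoxantrone as full dye displacement; higher means more dye released from RNA so lower well fluorescence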
SIAE primary: human SIAE inhibitors, primary screen, biochemical, fluorescence polarization, FP-Rh probe, 1536-well HTS; SIAE FP-Rh probe binding; inhibition, % at 9.66 µM; AID 1053197, 2014; Sialate O-acetylesterase (Homo sapiens), Q9HAT2; 0.69% of 370,000 active;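 active = inhibition above a cutoff: mean of compounds within the control limits plus 3 SD of those, cut at about 17% in these data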;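 note: 0% = plate median of compound wells and 100% = probe without SIAE protein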
Target sequence (Q9HAT2 whole entry, looked up): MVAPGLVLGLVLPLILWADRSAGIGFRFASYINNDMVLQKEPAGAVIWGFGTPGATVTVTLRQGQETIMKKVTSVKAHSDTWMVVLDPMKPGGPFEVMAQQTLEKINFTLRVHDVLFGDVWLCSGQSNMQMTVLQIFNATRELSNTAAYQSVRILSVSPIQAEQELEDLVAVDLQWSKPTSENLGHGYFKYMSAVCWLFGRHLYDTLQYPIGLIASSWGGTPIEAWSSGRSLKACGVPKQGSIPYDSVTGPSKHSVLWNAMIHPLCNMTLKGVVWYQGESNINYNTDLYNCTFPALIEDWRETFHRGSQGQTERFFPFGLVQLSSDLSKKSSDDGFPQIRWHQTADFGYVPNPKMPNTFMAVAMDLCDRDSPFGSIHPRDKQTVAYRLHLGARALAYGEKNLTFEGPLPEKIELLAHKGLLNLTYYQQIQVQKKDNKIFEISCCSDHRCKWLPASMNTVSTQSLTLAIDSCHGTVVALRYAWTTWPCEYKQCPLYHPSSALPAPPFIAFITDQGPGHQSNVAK
TCR CD3 inh: inhibitors of human TCR-CD3 interaction, primary screen, biochemical, fluorescence, TAMRA-labeled TCR probe; 0.37% of 360,000 active; T-cell receptor (TCR); inhibition, % at 9.4 µM; in the data active = inhibition above about 19%;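 note: recombinant mutant TCR 2C K166C tagged with TAMRA read by polarization; 0% = receptor in buffer alone and 100% = receptor with positive control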
TDP2 absorb: human TDP2 enzyme inhibitors, primary screen, biochemical, epi absorbance, recombinant enzyme | 0.34% of 370,000 active | T5PNP hydrolysis, p-nitrophenol absorbance 415 nm | AID 720702, 2013 | inhibition, % at 12.8 µM;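 active = inhibition above the mean of all tested compounds plus 3 SD, set per campaign, cut at about 25% in these data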;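 note: 0% = DMSO with enzyme and 100% = buffer with substrate but no TDP2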
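Incubation: 2 h at 37 °C; Test system: recombinant human TDP2; Quantity: enzyme 120 nM; Read-out basis: percent inhibition; Medium: 50 mM Tris-HCl pH 7.5 with Mg2+, KCl, DTT, BSA; Repeats: single replicate; Compound: 12.8 µM single point, 1% DMSO; Signal: epi absorbance; Reagent: 5 mM T5PNP chromogenic substrate; Benchmarks: no-enzyme high, DMSO-plus-enzyme low.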
HTRA1 inh: HTRA1 serine protease inhibitors, primary screen, biochemical, fluorescence polarization, HTS. Q92743. recombinant HTRA1, FP-rhodamine activity-based probe. inhibition, % at 5.96 µM. 0.5% of 340,000 active; in the data active = inhibition above about 36%;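 note: 0% = enzyme with DMSO and 100% = wells lacking enzyme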
LEDGF integ inh: blockers of LEDGF/p75-dependent integrase strand transfer – biochemical, TR-FRET, high throughput, primary screen; HIV-1 integrase (with human LEDGF/p75); TR-FRET IN-LEDGF/p75 DNA integration, Eu/Cy5; inhibition, % at 3.7 µM; 0.64% of 370,000 active;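 active = inhibition above the screen-wide mean plus 3 SD, cut at about 13% in these data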;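 note: signal is the Cy5 over europium emission ratio at 671 and 618 nm; 0% = plate median of compound wells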
PG9 binder: binders of HIV-1 gp120 antibody PG9, primary screen, biochemical, TR-FRET | 0.43% of 360,000 active | HIV-1 gp120 / PG9 antibody interaction | TR-FRET gp120-PG9 antibody binding | inhibition, % at 6.7 µM; in the data active = inhibition above about 8.5%
ABHD4 inh: ABHD4 inhibitors, primary screen, biochemical, fluorescence polarization, mouse | purified mABHD4, FP-Rh probe fluorescence polarization | (Lyso)-N-acylphosphatidylethanolamine lipase (Mus musculus), Q8VD66 | 0.54% of 370,000 active | inhibition, % at 8.92 µM;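 active = inhibition exceeding the mean over every tested compound plus 3 SD, cut at about 30% in these data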;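 note: 0% = plate median of compound wells and 100% = S159A mutant with DMSO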
Target sequence (Q8VD66 whole entry, looked up): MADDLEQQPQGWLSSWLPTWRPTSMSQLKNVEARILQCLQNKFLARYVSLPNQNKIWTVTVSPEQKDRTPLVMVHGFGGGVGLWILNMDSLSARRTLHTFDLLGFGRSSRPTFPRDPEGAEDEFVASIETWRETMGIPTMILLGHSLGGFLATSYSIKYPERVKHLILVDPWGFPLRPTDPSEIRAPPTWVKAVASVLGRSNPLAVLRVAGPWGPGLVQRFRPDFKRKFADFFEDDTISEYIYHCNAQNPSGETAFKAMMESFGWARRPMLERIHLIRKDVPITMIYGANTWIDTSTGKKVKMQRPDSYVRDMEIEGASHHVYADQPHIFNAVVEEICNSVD
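Doses – 8.92 µM, single dose · Material – wild-type mouse ABHD4 protein · Replication – single well per compound (singlicate) · Measure – percent inhibition of probe binding, normalized to plate controls · Schedule – 45 min compound pre-incubation plus 60 min probe step, 25 °C · Detection – fluorescence polarization with parallel and perpendicular emission, 525/598 nm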
Active calls of the source: *; nt = no result given.

Molecule	Rev-erbA mod	PRMT1 FP inh	rCAG RNA binder	SIAE primary	TCR CD3 inh	TDP2 absorb	HTRA1 inh	LEDGF integ inh	PG9 binder	ABHD4 inh
Cn1c(=O)c2c(-c3ccccc3)n(-c3ccccc3)cc2n(C)c1=O	-9	-2	4	1	2	-8	3	-1	-1.1	1
CCN(CC)CCCNC(=O)c1ccccc1C	0	-3	0	-5	6	-13	7	-4	-0.1	2
COc1ccc(C(=O)n2cnc3ccccc32)cc1Br	2	-1	-3	4	3	-6	8	2	-0.2	4
O=C(c1ccco1)N1CCN(S(=O)(=O)c2cccc([N+](=O)[O-])c2)CC1	-8	0	-1	2	2	9	10	-1	0.6	2
CC(=O)c1ccc(NC(=O)C2CCCN2S(=O)(=O)c2cccc3cccnc23)cc1 (configuration not stated)	-6	7	-1	0	-7	-8	-11	0	-2.1	-2
Cc1ccc(-n2ccnc2SCC(=O)O)c(C)c1	5	1	4	-3	0	7	0	-2	-0.2	-3
CCOc1ccc(NC(=O)CS(=O)CC(=O)Nc2cccnc2)cc1 (configuration not stated)	0	0	-2	-1	-2	5	0	2	-1.9	2
O=C(Nc1cc(SCCO)cc([N+](=O)[O-])c1)c1ccco1	5	3	0	-10	-8	3	-10	-1	-0.4	1
CC(OC(=O)c1ccc(S(=O)(=O)N2CCOCC2)cc1)c1ccccc1 (configuration not stated)	5	3	-5	-4	-8	-2	-5	0	0.5	0
CS(=O)(=O)N1CCN(C(=O)c2cc(-c3cccs3)nc3ccccc23)CC1	7	4	0	4	1	-1	-8	2	-0.3	0
CCOC(=O)c1c(NC(=O)COc2ncnc3sccc23)sc2c1CCC2	3	-6	7	-12	2	-9	-4	5	-0.6	-10
CCCNC(=O)CCc1c(C)nc2c(c(C)nn2-c2ccc(C)cc2)c1C	-3	4	-4	-4	-5	7	2	-1	1.1	3
CCc1ccccc1N1C(=O)C2C3CC(=O)C(c4ccccc43)C2C1=O (configuration not stated)	1	-4	-1	-10	-2	4	6	3	0.8	-2
Cc1c(C(=O)N2CC(C(=O)N3CCCCC3)Oc3ccccc32)oc2ccccc12 (configuration not stated)	5	-5	-3	0	0	2	-13	5	-1.1	-1
CCOc1ccc(NC(=O)C(C)Oc2ccccc2C(=O)Nc2ccc(C)c(Cl)c2)cc1 (configuration not stated)	0	0	15	-93	7	-7	-92	-1	2.2	-84
CN(c1c(C#N)c(C(F)(F)F)nn1C)N(S(C)(=O)=O)S(C)(=O)=O	-4	-1	2	0	-4	4	2	1	1.6	3
CS(=O)(=O)N(Cc1ccccc1)c1ccc(C(=O)NCc2cccnc2)cc1	-5	-2	-7	0	-3	11	10	3	1.4	-4
COc1ccc(-c2csc(NC(=O)C3=COCCO3)n2)c(OC)c1	1	-3	0	2	2	3	-9	2	0.3	5
Cc1noc(C)c1C(=O)OCC(=O)NCCc1ccccc1	5	0	2	0	0	-10	0	-8	1.0	0
COc1ccc(C(=S)N2CCOCC2)cc1OS(=O)(=O)c1ccccc1[N+](=O)[O-]	-5	9	3	4	2	8	0	3	-2.1	-2
O=C(CN1CCN(c2ncccn2)CC1)Nc1ccccc1-n1cccc1	2	-2	-7	4	-1	3	-7	-1	-0.5	3
C=CCn1c(SCC(=O)Nc2ccc(F)cc2F)nc2c([nH]c3ccccc32)c1=O	2	6	-2	-8	-4	-15	4	-3	-2.9	-6
CCCCC(=O)NC(=S)Nc1cccc(NC(=O)c2ccco2)c1	5	0	0	-1	6	5	-17	-4	-0.4	-4
CC1=C(C(=O)Nc2ccc(Cl)cc2)C2(CCCCC2)C(C(N)=O)C(=S)N1 (configuration not stated)	-8	0	-2	-2	0	-3	nt	2	-0.1	-7
CCOC(=O)c1ccccc1NC(=O)C(C)Oc1ccccc1 (configuration not stated)	0	2	-3	-6	-1	3	-17	-2	0.2	-7
Nc1[nH]c(C(=O)c2ccccc2)c(-c2ccccc2Br)c1C(=O)NCCc1ccc(Cl)cc1Cl	1	7	13	-8	-13	-2	nt	-4	-1.0	-25
COc1ccc(OCC(O)CN2CCN(CC(O)COc3ccc(OC)cc3)CC2)cc1 (configuration not stated)	-6	-1	-6	-1	2	-13	3	4	-2.8	-2
O=C(COc1ccccc1)Nc1ccccc1N1CCN(c2ccc(F)cc2)CC1	3	-2	0	5	8	6	3	0	-0.1	-2
O=C(Nc1ccccc1C(=O)NCC1CCCO1)c1ccccc1 (configuration not stated)	-5	-2	1	0	0	-3	-2	1	0.7	1
CSc1cnc2c(=O)n(C)c(=O)[nH]c2n1	-2	0	3	4	6	-11	2	1	-1.7	0

Quoted at random: two compounds from above.
Molecule	Rev-erbA mod	PRMT1 FP inh	rCAG RNA binder	SIAE primary	TCR CD3 inh	TDP2 absorb	HTRA1 inh	LEDGF integ inh	PG9 binder	ABHD4 inh
Cc1noc(C)c1C(=O)OCC(=O)NCCc1ccccc1	5	0	2	0	0	-10	0	-8	1.0	0
CCOC(=O)c1ccccc1NC(=O)C(C)Oc1ccccc1 (configuration not stated)	0	2	-3	-6	-1	3	-17	-2	0.2	-7

(more compounds)
Molecule	Rev-erbA mod	PRMT1 FP inh	rCAG RNA binder	SIAE primary	TCR CD3 inh	TDP2 absorb	HTRA1 inh	LEDGF integ inh	PG9 binder	ABHD4 inh
Cc1ccc(NC(=O)CN2C(=O)NC3(CCc4ccccc43)C2=O)cc1S(=O)(=O)N1CCCCC1 (configuration not stated)	-1	0	2	-6	5	90*	-20	3	1.0	-7
CC(CS(=O)(=O)c1ccc2c(c1)NC(=O)CS2)C(=O)N1CCN(c2cccc(Cl)c2)CC1 (configuration not stated)	-1	3	4	-4	-4	-3	-12	0	-0.8	4
CS(=O)(=O)NCc1nnc(SCc2c(F)cccc2Cl)o1	-1	-1	-3	-3	-5	8	-1	-2	-0.2	4
COc1cccc(C2/C(=C(\O)c3ccc4c(c3)OCCO4)C(=O)C(=O)N2CC2CCCO2)c1 (configuration not stated)	1	3	6	4	0	35*	9	1	9.2*	11
O=c1cc(CSc2nc(NCc3ccccc3)c3ccccc3n2)nc2ccc(Cl)cn12	1	-1	0	4	3	11	7	-2	0.0	7
C[C@H](CO)NC(=O)[C@@H]1C[C@H]1[C@@H](NP(=O)(c1ccccc1)c1ccccc1)c1ccccc1	0	-1	-10	1	-3	11	1	-1	0.1	1
CCOCC(=O)N1CCN(c2ccccc2OC)CC1	3	3	-2	0	-2	6	2	0	1.1	-1
Cc1ccc2[nH]cc(S(=O)(=O)c3ccc(C(C)C)cc3)c(=O)c2c1	5	-5	4	-5	6	3	-7	-3	4.7	4
CN1CCN(C(=O)c2ccc3c(=O)n(CCc4ccccc4)c(=S)[nH]c3c2)CC1	-5	1	-2	10	0	11	7	-1	-0.8	7
Oc1ccc(-c2nc3ccccn3c2NCc2ccc3c(c2)OCO3)cc1	1	-2	0	-1	3	-12	3	-5	-3.8	1
O=C(COC(=O)c1cccc(Br)c1)NCCNC(=O)COC(=O)c1cccc(Br)c1	4	0	-2	0	4	-3	1	0	-2.4	6
CCn1c(COc2ccccc2C)nnc1SCC(=O)N1CCC(C)CC1	-1	0	-7	4	-3	-2	10	5	-1.2	0
O=C(Nc1ccc(S(=O)(=O)Nc2ncccn2)cc1)C1COc2ccccc2O1 (configuration not stated)	-5	-2	3	-3	6	0	-1	-1	-3.5	0
Cc1ccc2[nH]c3nc(SCCN4CCOCC4)nnc3c2c1	1	7	2	0	0	-1	1	1	0.4	2
CC1CCCC(C)N1C(=O)COC(=O)CSc1ccc([N+](=O)[O-])cc1 (configuration not stated)	-7	-1	-9	-4	2	22	6	1	-2.0	1
Cc1cc(NS(=O)(=O)c2ccc(NC(=O)Cc3ccc(Cl)c(Cl)c3)cc2)no1	0	3	49*	-7	-4	6	-7	0	0.9	-2
COc1cc2cc(CN(Cc3cccs3)C(=S)Nc3ccc(C)cc3)c(=O)[nH]c2cc1OC	0	-3	18	-36	10	9	-60	2	-1.3	-30
Cc1ccc(Nc2c3c(nc4ncnn24)CCC3)cc1	2	-2	4	5	-2	-1	2	-3	-1.8	-2
CC(=O)N1CCN(c2ccc(NC(=O)c3cccc(OCc4ccccc4)c3)cc2)CC1	0	-1	-4	1	7	-11	-4	1	-2.0	-2
COc1cccc(CCNS(=O)(=O)CCNC(=O)c2cccc(OC)c2)c1	9	0	-6	-1	-5	-2	-3	0	-0.6	-2
COc1ccc(CN2CN3CCc4ccccc4C3CS2(=O)=O)cc1 (configuration not stated)	-3	1	9	4	nt	-5	nt	-2	nt	3
O=C(O)CCC(=O)Nc1cccc(C(=O)Nc2ccc(Br)cc2)c1	0	3	3	5	5	6	4	1	0.6	-5
O=C(c1ccccc1Sc1cccc2ccccc12)N1CCOCC1	1	0	-1	5	3	-5	-7	2	5.1	6
Cn1c(=O)cc(OCCCC(=O)NCc2cccnc2)c2ccccc21	1	0	-4	7	7	7	0	-2	-1.6	-2
O=C(NCCCN1CCCCC1)C1CC(=O)N(CCc2ccccc2)C1 (configuration not stated)	6	-6	-1	-8	-1	-17	1	5	-1.8	-6
Cc1ccc(-c2cn3cc(C)ccc3n2)cc1	-3	-3	0	5	8	13	-4	0	-1.7	9
O=C(NC(=S)Nc1ccc(N2CCN(C(=O)c3ccccc3)CC2)cc1)c1cccs1	2	5	5	10	-7	-10	0	0	0.8	1
N/C(=N\c1nc2c(c(=O)[nH]1)CCCC2)Nc1ccccc1Sc1ccccc1	4	-2	2	2	1	9	-3	4	0.5	-3
COc1ccc(S(=O)(=O)NN(C)C(=O)c2nn(-c3ccccc3)ccc2=O)cc1	11	2	0	2	0	4	7	-1	0.3	2
CN(c1ccccc1)S(=O)(=O)c1cccc(C(=O)NC2CC(C)(C)NC(C)(C)C2)c1	-3	0	3	-5	2	0	2	3	-0.7	2
CC1CCCCN1CCNC(=O)c1cnn2ccccc12 (configuration not stated)	-6	1	2	-2	-1	0	2	-2	0.8	8
CCOc1ccc(/C=C2/SC(=S)N(C(C(=O)O)c3ccccc3)C2=O)cc1OCC (configuration not stated)	2	0	11	-1	3	12	-1	5	-3.7	-4
O=C(CCSc1nccn1Cc1ccccc1)N1CCOCC1	1	3	1	4	-1	3	6	2	-0.7	1

Screening data (PubChem)

An excerpt; the hit share may differ from the screen's.
